# Screening results from PubChem.
# CHRM4 antagonist – human M4 muscarinic receptor antagonists, primary screen, CHO cells, Fluo-8 calcium fluorescence; inhibition, % at 3 µM; CHO-hM4 cells, ACh EC80; hit rate 0.73% among 360,000; AID 624125, 2012;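 active = inhibition above its plate's cutoff, the mean inhibition of sample wells plus 3 SD, cut at about 27% in these data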;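 also: 0% = acetylcholine EC80 with DMSO and 100% = DMSO without agonist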
# Target sequence (P08173 whole entry, looked up): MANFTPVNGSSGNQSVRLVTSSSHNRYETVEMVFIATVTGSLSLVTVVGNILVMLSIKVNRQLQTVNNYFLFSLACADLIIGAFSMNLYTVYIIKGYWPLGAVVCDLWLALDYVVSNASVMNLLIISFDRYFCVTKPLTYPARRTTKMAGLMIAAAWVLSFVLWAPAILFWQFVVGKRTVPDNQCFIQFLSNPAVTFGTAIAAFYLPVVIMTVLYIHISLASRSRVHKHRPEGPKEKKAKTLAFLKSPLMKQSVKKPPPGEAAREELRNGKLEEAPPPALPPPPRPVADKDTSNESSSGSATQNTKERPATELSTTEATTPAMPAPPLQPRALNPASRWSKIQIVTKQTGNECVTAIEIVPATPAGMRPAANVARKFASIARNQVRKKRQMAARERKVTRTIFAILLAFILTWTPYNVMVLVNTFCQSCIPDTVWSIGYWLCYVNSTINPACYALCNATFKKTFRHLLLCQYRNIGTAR
# CRFBP-R2 block – antagonists of CRF-BP/CRF-R2 complex, primary screen, cell-based, HEK293, calcium dye fluorescence, uHTS; CRF-induced calcium fluorescence; inhibition, % at 11.8 µM; hit rate 0.59% among 350,000;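 active = inhibition of the ligand-induced calcium signal above about 50% at the single tested concentration, limit read from the data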
# CRFR2-BP ag – agonists of CRF-BP/CRF-R2 complex, primary screen, cell-based, HEK293, calcium dye fluorescence, uHTS; CRF-binding protein / CRF receptor 2 complex (human); calcium dye fluorescence (FLIPR); percent of saturating CRF peptide response; activation, % at 13.2 µM; hit rate 0.46% among 350,000; AID 588473, 2011;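 active = activation of at least 50%, plus an integration ratio under a set limit after plate pattern correction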;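 also: plate controls were neutral control wells without compound for no effect and CRF at EC100 for full effect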
# M4 ag – human M4 muscarinic receptor agonists, primary screen, CHO-K1 cells, Fluo-8 calcium fluorescence; Muscarinic acetylcholine receptor M4 (Homo sapiens), P08173; CHO-K1 hM4/Gqi5; vehicle 0%, full acetylcholine response 100%; activation, % at 3 µM; hit rate 0.14% among 360,000; AID 624127, 2012;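 active = activation above the run mean over all test wells plus 3 SD, cut at about 32% in these data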;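 also: peak over basal fluorescence ratio per well then scaled between controls; 0% = DMSO wells and 100% = acetylcholine at EC100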
# M4 PAM – human M4 muscarinic receptor positive allosteric modulators, primary screen, CHO-K1 cells, Fluo-8 calcium fluorescence; CHO-K1 hM4/Gqi5, ACh EC20; 0% = ACh EC20, 100% = maximal ACh; hit rate 0.4% among 360,000; activation, % at 3 µM; Muscarinic acetylcholine receptor M4 (Homo sapiens), P08173;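 active = activation above its plate's cutoff, the mean activation of sample wells plus 3 SD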; also: some results filed as inactive read as strong as hits
# IDE cell inh – human IDE inhibitors in live cells, primary screen, fluorescence polarization, HEK cells, FAbetaB substrate; hit rate 0.41% among 320,000; FAbetaB cleavage; inhibition, % at 5.59 µM;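 active = percent inhibition above the average of all tested compounds plus 3 SD, set per screening campaign, cut at about 16% in these data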;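 also: IDE supplied by intact live HEK cells; FP after avidin binding of uncleaved biotin substrate so inhibition keeps polarization high; 0% = DMSO wells and 100% = 60 µM reference IDE inhibitor Ii1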
# CHRM5 PAM – human M5 muscarinic receptor positive allosteric modulators, primary screen, CHO-K1 cells, Fluo-8 calcium fluorescence; AID 624038, 2012; activation, % at 3 µM; Muscarinic acetylcholine receptor M5 (Homo sapiens), P08912; CHO-K1 hM5, ACh EC20 PAM; 0% = ACh EC20, 100% = ACh EC100; hit rate 0.3% among 360,000;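 active = activation above the run cutoff, the mean activation of all test compounds plus 3 SD, cut at about 18% in these data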
# Target sequence (P08912 whole entry, looked up): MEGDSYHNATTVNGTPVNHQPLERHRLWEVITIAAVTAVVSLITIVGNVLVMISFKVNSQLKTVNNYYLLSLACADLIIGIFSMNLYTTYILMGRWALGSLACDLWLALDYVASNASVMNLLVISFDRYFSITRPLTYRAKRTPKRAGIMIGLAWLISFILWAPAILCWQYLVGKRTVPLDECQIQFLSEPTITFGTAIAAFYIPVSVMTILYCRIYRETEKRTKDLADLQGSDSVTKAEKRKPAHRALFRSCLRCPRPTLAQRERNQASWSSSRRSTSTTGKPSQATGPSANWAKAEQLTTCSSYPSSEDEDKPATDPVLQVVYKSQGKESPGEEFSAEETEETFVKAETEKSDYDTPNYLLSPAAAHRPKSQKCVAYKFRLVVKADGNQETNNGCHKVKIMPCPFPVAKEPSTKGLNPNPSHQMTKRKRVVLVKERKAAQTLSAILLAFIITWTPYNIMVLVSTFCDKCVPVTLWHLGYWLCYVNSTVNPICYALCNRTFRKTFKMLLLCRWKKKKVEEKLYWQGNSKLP
#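 Assay system – human M5 receptor in CHO-K1 cells · Read-out – % activation, ACh-normalized · Technique – Fluo-8 calcium fluorescence · Dosing – single-point, 3 µM nominal · Incubation – Fluo-8 loading 80 min at 37 °C plus 30 min room temperature · Repeats – singlicate, one well per test compound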
# CHRM5 antagonist – human M5 muscarinic receptor antagonists, primary screen, CHO cells, Fluo-8 calcium fluorescence; Muscarinic acetylcholine receptor M5 (Homo sapiens), P08912; CHO-hM5 cells, ACh EC80; inhibition, % at 3 µM; hit rate 0.59% among 360,000;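 active = inhibition above a per-plate cutoff, the mean of that plate's test compounds plus 3 SD, cut at about 27% in these data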;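 also: 0% = acetylcholine EC80 with DMSO and 100% = DMSO without agonist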
# CHRM5 agonist – human M5 muscarinic receptor agonists, primary screen, CHO-K1 cells, Fluo-8 calcium fluorescence; hit rate 0.19% among 360,000; CHO-K1 hM5 cells; 0% DMSO wells, 100% maximal acetylcholine response; AID 624037, 2012; activation, % at 3 µM; Muscarinic acetylcholine receptor M5 (Homo sapiens), P08912;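 active = activation above the run's mean over test compounds plus 3 SD, cut at about 23% in these data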;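 also: signal is peak over basal fluorescence ratio across the kinetic read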
# Numbers without * were called inactive; . = not tested or not shown.
Molecule,CHRM4 antagonist,CRFBP-R2 block,CRFR2-BP ag,M4 ag,M4 PAM,IDE cell inh,CHRM5 PAM,CHRM5 antagonist,CHRM5 agonist
COc1cc(C(=O)Cc2nc3ccccc3n2C)cc(OC)c1OC,-17,-1,-3.1,10,-17,4,12,6,-1
Cc1ccc(S(=O)(=O)c2cn(C)c3cc(N4CCN(C)CC4)c(F)cc3c2=O)c(C)c1,1,-9,0.1,1,2,-2,3,-1,-4
O=C(Nc1cccc(C(=O)NC2CCCCC2)c1)c1ccccc1,-10,-4,-0.5,3,-1,4,-2,13,-3
O=C(O)c1cccc(NC(=S)NC(=O)c2ccncc2)c1,0,4,-0.3,14,-7,2,-11,14,4
Cc1cccc(OCC(=O)Nc2ncn[nH]2)c1C,-4,8,2.1,0,-10,-10,1,5,0
CCOc1ccc(CCNC(=O)COC(=O)Cc2c[nH]c3ccccc23)cc1OCC,-4,-4,1.0,9,2,3,-12,19,0
O=C(CSc1n[nH]c(=O)[nH]c1=O)Nc1ccc2c(c1)C(=O)c1ccccc1C2=O,-6,22,-3.1,0,13,4,0,7,-4
COC(=O)c1ccc(CNC(=O)c2sccc2-c2ccccc2)cc1,-7,8,-2.8,9,-6,-5,0,1,-2
COc1ccc2c(Cl)c(C(=O)NCCCn3ccnc3)sc2c1,3,5,-1.1,1,7,4,0,-1,-3
COc1cc2c(cc1OC)-c1cc(Nc3ccc(F)cc3)nc(=O)n1CC2,-4,9,-2.9,1,0,1,-2,6,-4
S=c1[nH]nc(Cc2noc3ccccc23)n1-c1ccccc1,-2,-4,1.0,3,11,-2,13,-11,5
C#CCN(C(=O)c1ccc(OC)c(OC2CCN(C(C)C)CC2)c1)C1CCCCC1,21,-1,0.7,1,-13,.,4,3,-8
Cn1c(=O)oc2cc(S(=O)(=O)NCCC(=O)NCCc3ccccc3)ccc21,-13,-18,-0.1,1,4,7,-8,2,-5
O=C(Nc1ccccn1)c1cccc(S(=O)(=O)N2CCCC2)c1,1,-7,0.1,2,0,-7,3,3,2
Oc1ccccc1CNCC12CC3CC(CC(C3)C1)C2,15,-24,-0.1,2,-17,5,-9,13,-7
Cc1c(C=NNc2ccccc2)[nH]c(=O)[nH]c1=O,-23,-9,-1.6,2,4,.,5,-14,-1
Cc1c(Cl)cccc1NC(=S)NN1CCOCC1,-4,-5,0.5,0,5,0,0,5,-4
COCCN(C(=O)CSc1nnc(C)n1-c1ccc(C)cc1)c1c(N)n(Cc2ccccc2)c(=O)[nH]c1=O,5,3,-1.0,0,0,2,6,5,0
Cc1ccc(C)c(NC(=S)NNC(=O)c2ccco2)c1,-9,-3,0.8,0,1,1,2,8,0
COc1cc2c(cc1NC(=O)c1cc(-c3ccncc3)nc3ccc(C)cc13)oc1ccccc12,0,1,0.8,-1,3,-7,1,-2,1
Cc1ccc(-c2c(C(=O)N/N=C/c3ccsc3)nnn2-c2nonc2N)cc1,-8,-70,12,8,-6,4,0,0,26*
CCC(=O)N1CCC1(C)C(=O)Nc1cccc2c1CCCC2 (configuration not stated),-21,.,.,0,7,.,-2,-7,1
COc1cccc(/C=C2\N=C(C3CCCCC3)OC2=O)c1OC,-4,8,0.4,-1,-6,3,4,1,0
Cc1cc(F)ccc1S(=O)(=O)Nc1ccccc1C(=O)Nc1ccccc1-c1nc2ccccc2[nH]1,26,-43,0.1,9,-27,-2,-18,21,2
Nc1nnc(CC(=O)Nc2ccccc2)s1,-4,-4,-0.1,1,0,4,-1,8,2
CC1CCN(C(=O)c2cc(F)c(F)cc2Cl)CC1,2,-4,0.3,0,-8,-4,9,2,-10
Cc1ccc(S(=O)(=O)c2c(C)nn(-c3ccccc3)c2OC(=O)c2ccc(Br)o2)cc1,5,10,-1.9,0,-1,-1,1,2,1
COc1ccc2c(c1)cc1n2CCN=C1NN,-7,4,-1.2,2,-2,0,-5,1,-3
Cc1ccc(C)c(OCC(=O)Nc2ccc(S(=O)(=O)Nc3ccccn3)cc2)c1C,-3,-18,0.3,-1,4,3,4,-1,-9
CCNC(=O)NC(=O)COC(=O)CNC(=O)COc1ccccc1,9,-4,-1.9,0,7,2,-3,2,-1
CCOc1ccc(NC(=O)c2c3c(nc4ccccc24)CCC3)cc1,-1,0,1.9,-1,-1,2,1,5,-4
CCc1nc(SCc2ccc(F)cc2)[nH]c(=O)c1C#N,6,12,2.1,-1,2,0,2,-3,-3
C/C=N/NC(=O)CCCC(=O)N/N=C/C,2,5,0.6,0,0,-2,3,-11,0
CN(C)C(=O)c1c(NC(=O)c2ccco2)sc2c1CCCCC2,7,-2,-0.7,2,-5,3,-2,1,0
CC(C)Oc1ccc(C(=O)NCC(=O)Nc2ccc3c(c2)CCC3)cc1,8,-1,-1.4,-2,0,0,-6,8,-4
COC1=C(Nc2ccc(C)cc2)C(=O)c2ccccc2C1=O,0,-5,1.7,0,-2,7,-15,20,-8
C(=N\N1CCN(C(c2ccccc2)c2ccccc2)CC1)/c1ccc2c(c1)OCO2,5,16,1.2,0,-8,3,-4,7,-13
COc1ccc(CSc2nc(N3CCOCC3)c3c(c2C#N)CC(C)(C)OC3)cc1,6,-8,0.4,-1,6,-5,-1,-4,1
O=C(Nc1ccccc1Cl)Nc1cccc2cccnc12,-5,20,-0.9,-2,8,-3,-3,-8,0
CC1(NC(=O)NCc2ccco2)CCS(=O)(=O)C1 (configuration not stated),-25,-5,0.6,1,13,2,8,-14,-4
Cc1cc(NC(=O)COC(=O)CCC(=O)c2ccc(F)cc2)no1,-12,-16,3.5,1,4,3,-2,-7,-1
c1ccc2oc(Cc3ccc(Cc4nc5ccccc5o4)cc3)nc2c1,6,19,-2.9,6,-7,4,-13,-5,4
CC1(Oc2ccc3ccccc3c2)CCN(Cc2cccn2-c2nccs2)C1 (configuration not stated),10,.,.,5,-9,.,-1,4,1
CCOc1ccc(NC(=O)CN(c2ccc(OC)cc2)S(C)(=O)=O)cc1,-14,-2,1.6,2,2,3,2,0,-2
Cc1ccc2nc(SCC(=O)Nc3cccc(Cl)c3)nc(=O)n2c1,-2,0,-0.1,3,4,3,-4,3,5
COc1cccc(C2CC(c3cccs3)=NN2S(C)(=O)=O)c1 (configuration not stated),-4,11,-3.5,1,11,4,-1,-10,0
CC1(C)CN(Cc2ccccc2)C(=O)[C@H]1CC(=O)Nc1ccc(Br)cc1,-20,-4,2.0,3,2,.,-2,-2,1
N#CCSc1nnc(-c2ccccc2O)n1Cc1ccccc1,-8,-6,0.6,2,-3,-4,6,-7,-6
CC(=O)COc1ccc2c3c(c(=O)oc2c1)CCCC3,1,-1,1.4,0,11,1,-6,11,0
Cc1ccc2cccc(N=Cc3c(C)[nH]n(-c4ccccc4)c3=O)c2n1,9,-28,2.8,4,-7,-2,-6,0,-2
CC(C)NC(=O)c1onc(CSc2ccncc2)c1C(=O)NC(C)C,-7,3,-0.3,0,8,1,1,2,5
CC(C)Cc1csc(NC(=O)c2ccc(Cl)cc2)c1C(=O)O,-6,95*,27,1,15,-1,9,-3,1
CCS(=O)(=O)N1CCN(C(C)CCc2ccccc2)CC1 (configuration not stated),7,7,-0.3,1,19,-4,1,-7,-2
Cc1cc(NC(=O)Cc2ccsc2)ccc1Br,5,5,1.6,2,-4,-5,-5,16,-4
CCCCOc1ccc(C(=O)N2CCCC2C(=O)O)cc1 (configuration not stated),12,11,2.0,1,2,0,0,-9,0
O=C(Nc1ccc(Oc2cccc3ccccc23)cc1)c1ccco1,12,18,2.6,1,-7,-2,-7,9,-5
COc1ccccc1N1CCN(c2ncnc3nc[nH]c23)CC1,-10,-17,-0.6,8,-2,6,-4,1,2
COc1ccc(N2C(=O)CC(Cc3ccccc3OC)C2=O)cc1 (configuration not stated),-5,0,1.0,4,5,-7,-3,-8,-1
CC(=O)Nc1ccc(S(=O)(=O)N2c3ccccc3C(C)=CC2(C)C)cc1,3,-2,3.5,6,-14,9,-3,15,-3
O=C(COC(=O)CCc1ccccc1)Nc1ccccc1OC(F)F,-1,-7,-0.8,0,-7,-4,7,2,-1

# The list goes on:
Molecule,CHRM4 antagonist,CRFBP-R2 block,CRFR2-BP ag,M4 ag,M4 PAM,IDE cell inh,CHRM5 PAM,CHRM5 antagonist,CHRM5 agonist
CC1(C(=O)OCC(=O)Nc2ccc(Cl)cn2)CC1(Cl)Cl (configuration not stated),4,-11,0.9,4,-1,-2,-2,5,-5
N#CCC(=O)Nc1ncn(Cc2ccccc2Cl)n1,10,-33,5.4,0,1,-4,-2,-4,-1
O=C(OC1CCOC1=O)c1ccccc1C(=O)c1ccc(Cl)c([N+](=O)[O-])c1 (configuration not stated),9,11,-2.3,0,6,-3,-5,13,-3
Cc1cc(-c2nn(-c3ccccc3F)cc2CN2CCCC(O)C2)c(C)s1 (configuration not stated),-2,-17,2.9,2,7,-2,-4,14,-7
O=C(CNC(=O)c1cccs1)c1ccc([N+](=O)[O-])cc1,-4,21,-3.5,2,2,3,-8,3,-1
Cc1ccc(CN2CCN(Cc3cnc(N4CCOCC4)s3)CC2CCO)o1 (configuration not stated),-4,7,0.4,0,2,2,1,-8,-2
COc1ccc(C(=O)N2CCC2)cc1S(=O)(=O)NCc1ccc(Cl)cc1,-7,-5,-0.4,2,7,-1,4,-1,2
Cc1c(CN2CCN(CC(C)(C)C)C(CCO)C2)[nH]c2ccccc12 (configuration not stated),-4,-15,2.0,2,1,.,3,-5,0
CCC1S/C(=C(\C#N)C(=O)NCc2ccco2)N(c2ccc(Br)cc2)C1=O (configuration not stated),-1,13,-0.8,1,-1,3,3,-1,-3
COc1nc(/C=C/N(C)C)c([N+](=O)[O-])c(OC)n1,0,16,-2.3,0,-10,1,2,-3,0
Nc1ccc(Oc2ccccc2F)nc1,4,10,0.5,1,-5,3,2,5,4
CN1CCN(c2ccc(CNC[C@H]3O[C@@H](n4cnc5c(=O)[nH]c(N)nc54)[C@H](O)[C@@H]3O)c(F)c2)CC1,1,.,.,2,4,.,2,4,-1
CC(C)CC(=O)N(c1ccc(F)cc1)C1C=CS(=O)(=O)C1 (configuration not stated),11,12,0.1,1,8,-2,-5,6,-1
Cc1ccc(Cc2c(C)nc3nc(SCC(=O)NCc4ccco4)nn3c2C)cc1,3,14,-1.7,1,2,1,9,4,-14

# Sorted by formula weight (largest number first): some entries from above.
Molecule,CHRM4 antagonist,CRFBP-R2 block,CRFR2-BP ag,M4 ag,M4 PAM,IDE cell inh,CHRM5 PAM,CHRM5 antagonist,CHRM5 agonist
Cc1ccc(Cc2c(C)nc3nc(SCC(=O)NCc4ccco4)nn3c2C)cc1,3,14,-1.7,1,2,1,9,4,-14
Cc1cc(-c2nn(-c3ccccc3F)cc2CN2CCCC(O)C2)c(C)s1 (configuration not stated),-2,-17,2.9,2,7,-2,-4,14,-7
CC1(C(=O)OCC(=O)Nc2ccc(Cl)cn2)CC1(Cl)Cl (configuration not stated),4,-11,0.9,4,-1,-2,-2,5,-5
